# Screening results deposited in PubChem BioAssay by National Center for Advancing Translational Sciences (NCATS).
# D2 agonist: activates the human D2 dopamine receptor; AID 485358; hit rate 0.53% among 340,000; activation, % at 2 µM; HEK293 T-REx D2 cells, calcium flux agonist mode;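 active = activation over 3 SD above normal in the single-dose calcium agonist read, cut at about 30% in these data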; note: 0% is about no effect
#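 Tetracycline-induced HEK293 Trex cells with D2 receptor force-coupled to calcium signaling, plated overnight at 30 C and loaded with no-wash calcium dye. Calcium flux read kinetically for 180 s after compound addition; responses flag agonists.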
# TrxR1 substrate: rat thioredoxin reductase 1 substrate activity; Potency, µM (top dose mostly 114 µM), inactives show at the top dose activity change, negative = substrate turnover; purified TrxR1 substrate turnover, NADPH consumption readout; hit rate 0.01% among 390,000; note: potency is the fitted concentration of half-maximal effect; % is set by controls: 0 for no effect and ±100 for the full control effect; nearly all actives have a fitted effect of over 50% in size
# Target sequence (O89049 whole entry, looked up): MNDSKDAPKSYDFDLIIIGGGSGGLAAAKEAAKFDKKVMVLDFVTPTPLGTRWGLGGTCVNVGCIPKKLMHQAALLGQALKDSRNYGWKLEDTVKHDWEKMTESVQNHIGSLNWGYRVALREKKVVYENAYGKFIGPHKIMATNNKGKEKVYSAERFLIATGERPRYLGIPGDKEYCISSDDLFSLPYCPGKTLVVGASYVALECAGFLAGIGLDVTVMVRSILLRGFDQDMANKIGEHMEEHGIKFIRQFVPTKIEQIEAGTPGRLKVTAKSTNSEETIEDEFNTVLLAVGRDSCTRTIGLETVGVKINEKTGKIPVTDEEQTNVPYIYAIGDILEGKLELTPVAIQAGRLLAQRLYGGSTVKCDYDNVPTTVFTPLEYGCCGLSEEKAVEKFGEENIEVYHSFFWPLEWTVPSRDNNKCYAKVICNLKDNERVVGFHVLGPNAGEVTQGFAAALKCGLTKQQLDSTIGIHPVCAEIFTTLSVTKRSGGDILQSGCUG
#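 Rat TrxR1, dispensed at 90 nM, was prereduced with 400 uM NADPH (final) for 5 min at ~22 deg C, then incubated with compound 15 min before 400 uM selenite. A first-read NADPH fluorescence drop versus no-compound background flagged substrates.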
# rTrxR1 inhibitor: inhibitors of rat thioredoxin reductase 1; O89049; recombinant rTrxR1, NADPH fluorescence consumption, selenite substrate; Potency, µM (titrated, usually from 114 µM), for inactives: top-dose activity change, negative = inhibition, actives largely listed as inhibitors; hit rate 1% among 390,000; AID 588453; note: potency is the fitted concentration of half-maximal effect; % is set by controls: 0 for no effect and ±100 for the full control effect; nearly all actives have a fitted effect of over 65% in size
#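 Rat TrxR1 (90 nM in the dispensed reagent) was pre-reduced with 400 uM NADPH for 5 min at room temperature, then incubated with compound for 15 min. After 400 uM selenite was added, NADPH fluorescence (Ex 340/Em 450 nm) was followed for 8 min.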
# USP1 inh: USP1/UAF1 (human) deubiquitinase inhibition. AID 743255. hit rate 0.23% among 390,000. recombinant USP1/UAF1, Ub-Rhodamine cleavage fluorescence. O94782. Potency, µM (series often up to 57.1 µM), without a hit: at the top dose activity change, negative = inhibition, most hits filed as inhibitors; note: potency is the fitted concentration of half-maximal effect; % is set by controls: 0 for no effect and ±100 for the full control effect; nearly all actives have a fitted effect of over 60% in size; inactives centre near -12
#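 USP1/UAF1 complex at 1 nM was preincubated with compound for 15 min at room temperature, then Ub-Rho substrate (150nM final) was added. Fluorescence (480/540 nm) was read kinetically, 6 reads every 60 seconds.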
# TRHR agonist: agonists of human TRH receptor | hit rate 0.18% among 360,000 | activation, % at 2 µM | TRHR cells, calcium flux fluo-8, FDSS agonist mode; in the data active = activation above about 30%; note: 0% is about no effect
# Target sequence (P34981 whole entry, looked up): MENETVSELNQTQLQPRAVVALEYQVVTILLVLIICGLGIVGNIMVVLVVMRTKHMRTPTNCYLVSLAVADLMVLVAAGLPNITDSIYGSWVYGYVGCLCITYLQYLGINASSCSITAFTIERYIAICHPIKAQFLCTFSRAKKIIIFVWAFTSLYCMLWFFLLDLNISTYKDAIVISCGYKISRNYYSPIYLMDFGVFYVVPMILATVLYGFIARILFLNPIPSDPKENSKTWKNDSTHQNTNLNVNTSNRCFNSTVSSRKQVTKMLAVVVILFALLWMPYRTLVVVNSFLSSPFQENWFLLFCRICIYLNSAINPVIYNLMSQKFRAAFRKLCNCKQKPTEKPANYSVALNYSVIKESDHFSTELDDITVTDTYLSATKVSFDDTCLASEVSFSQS
#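 Read-out: compound-evoked intracellular calcium rise in TRHR cells, fluo-8 dye, kinetic FDSS fluorescence at 1 s/cycle following a 10-cycle baseline. Cells cultured overnight before dye loading (30 min–1.5 h, RT).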
# Pin1 inhibitor: human Pin1 inhibition; Q13526; Pin1 FP peptide displacement, HiFluor488, 10 min; Potency, µM (titrated, usually from 115 µM), inactives show at the top dose activity, negative = inhibition, usual class: inhibitors; hit rate 0.009% among 390,000; active = well fitted inhibition curve with a large enough effect in the polarisation, with a control signal flat, not every such curve was filed as active; inconclusive = small, poorly fitted or top-dose-only effect, or effect the other way, or a change in a side signal; inactive = no such curve, though single readings can be large or run the other way; the % refers to the polarisation; note: potency is the fitted concentration of half-maximal effect; % is set by controls: 0 for no effect and ±100 for the full control effect
# Target sequence (Q13526 whole entry, looked up): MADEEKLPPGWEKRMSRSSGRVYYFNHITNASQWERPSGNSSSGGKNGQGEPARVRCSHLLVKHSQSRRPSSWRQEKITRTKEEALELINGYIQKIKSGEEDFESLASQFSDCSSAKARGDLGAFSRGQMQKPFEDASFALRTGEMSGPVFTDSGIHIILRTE
# D2 antag: antagonists of human D2 dopamine receptor | hit rate 2% among 340,000 | inhibition, % at 10 µM | AID 485344 | HEK293 TREx D2 cells, calcium flux, dopamine EC80 | P14416; in the data active = inhibition above about 30%; note: 0% is about no effect
#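 In this primary screen, negative modulation is detected by tracking calcium flux after an EC80 dopamine challenge in inducible HEK293 T-REx D2 cells preexposed to test compound for 180 s.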
# IDH1 R132H inh: inhibitors of human mutant IDH1 R132H | O75874 | IDH1-R132H enzyme, NADPH consumption, diaphorase/resazurin fluorescence | Potency, µM (top dose mostly 76.6 µM), inactives show at the highest dose activity change, negative = inhibition, most hits filed as inhibitors | hit rate 0.093% among 390,000; note: potency is the fitted concentration of half-maximal effect; % is set by controls: 0 for no effect and ±100 for the full control effect; nearly all actives have a fitted effect of over 65% in size
#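 IDH1-R132H (0.5 ug/mL dispensed) in pH 7.5 Tris buffer was preincubated 30 min with compound, then given a substrate mix of 0.016 mM NADPH and 2 mM alpha-KG for 80 min at room temperature; remaining NADPH was read by diaphorase/resazurin fluorescence.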
# TRHR PAM: TRH receptor (human) allosteric enhancement | TRHR cells, fluo-8 calcium fluorescence, EC20 TRH enhancement | enhancement, % at 2 µM | hit rate 0.66% among 360,000 | AID 493056; in the data active = enhancement above about 30%; note: 0% is about no effect
#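 TRHR-expressing cells loaded with fluo-8 calcium dye were read kinetically (ex 480/em 530) during compound addition, then stimulated with an EC20 of TRH (10 nM final). Enhancement of the Gq-mediated intracellular calcium response was scored.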
# * hit, by the source's call; ? = inconclusive; · = no result given; [ ] = remark or other dose. Unless noted, calls come from the whole dose curve; as a rule, active = well fitted inhibition curve with a large enough effect; inconclusive = small, poorly fitted or top-dose-only effect; inactive = no such curve, though single readings can be large or run the other way. A portion of the library. The share of hits here may be higher or lower than overall.
SMILES,D2 agonist,TrxR1 substrate,rTrxR1 inhibitor,USP1 inh,TRHR agonist,Pin1 inhibitor,D2 antag,IDH1 R132H inh,TRHR PAM
COc1ccc(C2C3=C(NCCN=C3c3ccccc3)C(=O)N2c2ccccc2)c(OC)c1 (stereo unspecified),0.1,-1%,-6%,-3%,0.8,0%,7,10%,-15
COc1ccc(C(=O)Nc2nc3ccccc3s2)cc1OC,-0.4,4%[57.1 µM],5%[57.1 µM],-11%,-0.6,4%,1,4%,-11
COc1ccc(NC(=S)Nc2ccc(Oc3ccccc3)cc2)cc1,0.5,-9%,-14%,-6%,-0.3,-2%,-19,-1%,0
O=C(CCCN1C(=O)c2ccccc2C1=O)NCCCN1CCOCC1,0.3,12%[57.1 µM],21%[57.1 µM],-26%,0.5,0%,-26,-3%,0
NNC(=O)c1cc(C23CC4CC(CC(C4)C2)C3)nc2ccccc12,-0.1,6%,30%,-26%,0.6,3%,10,-2%,-1
Cc1ccc(NC(=O)CC2=NC(=O)C(CC(=O)Nc3ccccc3C)S2)cc1 (stereo unspecified),-0.2,9%[57.1 µM],20%[57.1 µM],-3%,0.1,22%,13,-3%,4
Cc1cc(C(=O)NC2CCCCC2)c2cc(F)ccc2n1,1.4,2%[57.1 µM],4%[57.1 µM],2%,0.6,2%,31*,-4%,-5
CCOC1OC(=O)C(Cl)=C1Nc1ccccc1C (stereo unspecified),1.4,-9%,-2%,-6%,-0.1,-2%,-17,0%,-1
CC(Sc1cccc[n+]1[O-])C(=O)Nc1cc(Cl)c(Cl)cc1Cl (stereo unspecified),·,7%[57.1 µM],5%[57.1 µM],5%,·,0%,·,0%,·
COc1cc(NC(=O)NC(C)(C(F)(F)F)C(F)(F)F)cc(OC)c1OC,-0.5,-15%,7%[57.1 µM],-4%,-0.5,-7%,4,6%,7
CCC1CN(C(=O)N2CCC(C(=O)NCc3cccc(C)c3)CC2)c2ccccc2O1 (stereo unspecified),-1.6,13%[11.4 µM],18%,-29%,-0.1,0%,·,-11%,-5
Cc1nc(NC(=O)c2cncc(Br)c2)ccc1Br,1.3,10%,12%[57.1 µM],-6%,0.0,13%,5,3%,-3
COC(CNC(=O)c1ccc(CS(=O)(=O)c2ccccc2)o1)OC,0.7,3%[57.1 µM],-15%[57.1 µM],-11%,0.5,0%,-4,-8%,5
COc1ccc(-n2nc(C(=O)NCC(=O)N(C)Cc3ccccc3)c3ccccc3c2=O)cc1OC,-1.1,4%,19%,-24%,-1.0,2%,-1,0%,-3
Cc1ccc(-n2c(SCC(=O)Nc3ccc4c5c(cccc35)CC4)nc(O)c(C)c2=O)cc1,-1.3,-3%,-11%,-20%,0.3,6%,6,0%,3
CC(C)COc1ccc(C(=O)Nc2onc3c2CCCC3)cc1,-1.0,-3%,14%,?,-1.0,4%,·,28%,-2
CC(C)c1ccc(OC(=O)NCCO)cc1,1.4,-1%[57.1 µM],17%[57.1 µM],-18%,0.6,-11%,-16,10%,0
Cc1ccc(C(=O)NCC(c2ccc3c(c2)OCO3)N2CCN(c3ccc(F)cc3)CC2)cc1 (stereo unspecified),-0.5,-2%[57.1 µM],19%[57.1 µM],-5%,-0.4,-4%,·,-5%,-1
C=CCN1CCN(C(=O)c2cc3c(s2)CCC(CC)C3)CC1 (stereo unspecified),-0.7,-2%,7%,-15%,-0.4,3%,46*,8%,-2
CCC(=O)c1ccc(OCC(=O)O)c(OC)c1,-1.0,-3%,16%,-15%,-1.1,-2%,0,4%,4
O=C(COc1ccc(F)cc1Cl)NC1CCCCCC1,-0.1,-6%,4%,-8%,0.4,-4%,9,-3%,-10
CCC(=O)Nc1ccc(Cl)c(NC(=O)c2cccnc2)c1,-0.9,13%,26%,?,1.2,-1%,9,8%,13
Cc1ccccc1NC(=O)c1cccc(OCc2c(C)noc2C)c1,-1.6,-5%,8%[57.1 µM],-7%,-1.7,-2%,-8,-1%,-9
CC1(C)Cc2c(oc3ncn4ncnc4c23)CO1,0.4,9%[57.1 µM],13%[57.1 µM],-20%,0.2,-7%,5,0%,-4
COC(=O)c1ccc2c(c1)SC1=C(CCCC1=O)N2,1.4,-11%,-6%,-9%,3.9,?,-1,4%,-2
# The results go on:
SMILES,D2 agonist,TrxR1 substrate,rTrxR1 inhibitor,USP1 inh,TRHR agonist,Pin1 inhibitor,D2 antag,IDH1 R132H inh,TRHR PAM
Cc1ccccc1C(=O)c1cccn1CC(=O)NCCCN1CCc2ccccc2C1,-0.7,7%[57.1 µM],10%[57.1 µM],-21%,0.0,-1%,13,1%,3
CC(C)N(C(=O)COC(=O)[C@@H]1CC(O)CN1S(=O)(=O)c1ccc(C(C)(C)C)cc1)C(C)C (stereo partly specified),1.8,1%,17%,-18%,0.2,-15%,38*,16%,-11
CCCC(=O)Nc1ccccc1N1CCN(C(=O)c2ccccc2)CC1,2.4,-1%,1%,-10%,-0.7,1%,15,4%,5
CCOC(=O)c1c(NC(=O)Nc2ccc(F)cc2)sc2c1CCN(C)C2,0.8,8%,9%,-24%,1.1,?,0,1%,5
Cc1cnc(C(=O)OCC(=O)NCCc2ccccc2)cn1,-0.2,3%[57.1 µM],8%,6%,0.3,-2%,3,0%,1
O=C(Nc1onc2c1CCCC2)c1ccccc1,·,0%,14%,?,-0.6,-8%,·,0%,1
CC(C)C(=O)Nc1ccc(C(=O)NN2C(=O)c3ccccc3C2=O)cc1,-0.2,-9%,-7%,-9%,-0.1,-5%,-3,-1%,0
Cc1ccc(/C=C/C(=O)Nc2cc(S(=O)(=O)N3CCCCCC3)ccc2OCC(F)(F)F)o1,-0.1,-1%,-8%,-10%,0.5,21%,11,0%,1
Cn1nc([N+](=O)[O-])c2c(-c3nc4ccccc4s3)c(N)n(C3CCCCC3)c2c1=O,-1.0,-4%,7%,-23%,-0.5,1%,16,6%,2
Cc1csc2ncc(C(=O)NCc3ccccn3)c(=O)n12,-1.1,143%[activator],-14%,-21%,0.5,6%,8,11%,-9
Cc1ccc(-c2cc(C(=O)Nc3cc([N+](=O)[O-])ccc3C)no2)cc1F,-1.3,2%,2%,?,-0.7,10%,·,-5%,-5
Cc1ccccc1C(=O)NCC(=O)O,1.1,2%,14%,-16%,0.7,3%,-21,8%,-6
CCOC(=O)C1CCCN(C(=O)CCNC(=O)Cn2ccc3ccccc3c2=O)C1 (stereo unspecified),1.0,3%[57.1 µM],-2%[57.1 µM],-4%,-0.1,3%,15,-2%,-7
COC(=O)c1oc(-c2ccccc2)nc1C,·,-2%,13%,-6%,0.0,-5%,·,4%,2
Cn1c(CSc2nc3ccccc3s2)nc2ccccc21,-1.0,0%,0%,-9%,1.0,-4%,-9,0%,5
Cc1ccc(CNC(=O)c2cccc(-n3cnc4cccnc43)c2)cc1,-1.7,2%,7%,-3%,-0.9,-2%,·,0%,2
COc1ccc(NC(=O)CCSc2ccc(F)cc2)cc1,-1.4,-2%,16%,-20%,-0.7,1%,-12,-2%,-1
Cc1ccc(NC(=O)c2nc(S(=O)(=O)Cc3cccc(C)c3)ncc2Cl)cc1,1.9,4%,1.8µM*,?,0.0,0%,·,-6%,-21
COc1ccc(CCN2C(=O)C(O)=C(C(=O)c3ccco3)C2c2cccs2)cc1OC (stereo unspecified),·,-18%,-24%,-7%,·,-6%,·,20%,·
C#CC(C)(C)NS(=O)(=O)c1cc(-c2nnc(Nc3ccc(C)cc3)c3ccccc23)ccc1C,-0.1,4%,7%,-28%,-0.5,13%,·,19%,-9
CCCN(C(=O)Cn1nc(C)c([N+](=O)[O-])c1C)c1c(N)n(Cc2ccccc2)c(=O)[nH]c1=O,0.2,1%,9%,-15%,-0.2,23%,-5,0%,2
COc1ccc(NC(=O)Nc2ccc(C(=O)N3CCOCC3)cc2)c(OC)c1,0.2,-7%,-1%,-17%,0.9,4%,-10,0%,14
O=C(Nc1ccccc1F)c1cc(C(=O)Nc2ccccc2F)cc([N+](=O)[O-])c1,-0.3,0%,17%,-4%,0.0,4%,-9,2%,14
Oc1ccc2ccccc2c1CN1CCCCC1,·,12%,-28%,-5%,·,-8%,·,2%,·
COC(=O)C(CCSC)NS(=O)(=O)c1ccc(Cl)cc1 (stereo unspecified),-0.2,-1%,27%,-12%,-0.6,-7%,-13,-2%,3

# An excerpt from further up, for reference:
SMILES,D2 agonist,TrxR1 substrate,rTrxR1 inhibitor,USP1 inh,TRHR agonist,Pin1 inhibitor,D2 antag,IDH1 R132H inh,TRHR PAM
COc1ccc(C2C3=C(NCCN=C3c3ccccc3)C(=O)N2c2ccccc2)c(OC)c1 (stereo unspecified),0.1,-1%,-6%,-3%,0.8,0%,7,10%,-15
COc1ccc(C(=O)Nc2nc3ccccc3s2)cc1OC,-0.4,4%[57.1 µM],5%[57.1 µM],-11%,-0.6,4%,1,4%,-11
COc1ccc(NC(=S)Nc2ccc(Oc3ccccc3)cc2)cc1,0.5,-9%,-14%,-6%,-0.3,-2%,-19,-1%,0

# Next records
SMILES,D2 agonist,TrxR1 substrate,rTrxR1 inhibitor,USP1 inh,TRHR agonist,Pin1 inhibitor,D2 antag,IDH1 R132H inh,TRHR PAM
O=C(c1ccc(S(=O)(=O)NCc2ccco2)cc1)N1CCN(Cc2ccccc2F)CC1,1.7,-5%,-9%,-17%,0.9,-8%,1,4%,-5
CCSCCOC(=O)C1=C(C)N(C)C(=O)NC1c1cc(OC)ccc1OC (stereo unspecified),-0.3,-6%[2.29 µM],7%,5%,-0.5,0%,-4,0%,4
Cc1ccc(NC(=S)NCc2ccc3[nH]c4c(c3c2)CCCC4)cc1,-0.3,4%[57.1 µM],-2%[57.1 µM],-2%,-0.4,78%[activator],-10,-2%,5
COc1ccc(CN(C)C(=O)c2ccc3ccccc3n2)cc1F,0.6,-2%,18%,3%,0.5,-4%,-16,5%,3
COc1ccc(NC(=O)C2CCCN(S(=O)(=O)c3cccs3)C2)cc1 (stereo unspecified),·,-3%,16%,-18%,-0.3,10%,·,4%,-3
O=C(N/N=C/c1cccs1)c1ccc(-n2cccc2)cc1,-1.3,-12%,-6%,-18%,-1.1,5%,9,4%,1
